# Screening results (PubChem)
# m5-HT2A agonist: agonists of mouse serotonin 5-HT2A receptor (HTR2A); CHO-K1 mHTR2A beta-arrestin complementation, luminescence; percent of 30 µM serotonin response; activation, % at 7.6 µM; 360,000 compounds, 0.66% hits;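 active means activation above a run cutoff, the mean activation of all tested compounds plus 3 SD, cut at about 14% in these data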;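 further: 0% = plate median of compound wells and 100% = 30 µM serotonin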
# Target sequence (P35363 whole entry, looked up): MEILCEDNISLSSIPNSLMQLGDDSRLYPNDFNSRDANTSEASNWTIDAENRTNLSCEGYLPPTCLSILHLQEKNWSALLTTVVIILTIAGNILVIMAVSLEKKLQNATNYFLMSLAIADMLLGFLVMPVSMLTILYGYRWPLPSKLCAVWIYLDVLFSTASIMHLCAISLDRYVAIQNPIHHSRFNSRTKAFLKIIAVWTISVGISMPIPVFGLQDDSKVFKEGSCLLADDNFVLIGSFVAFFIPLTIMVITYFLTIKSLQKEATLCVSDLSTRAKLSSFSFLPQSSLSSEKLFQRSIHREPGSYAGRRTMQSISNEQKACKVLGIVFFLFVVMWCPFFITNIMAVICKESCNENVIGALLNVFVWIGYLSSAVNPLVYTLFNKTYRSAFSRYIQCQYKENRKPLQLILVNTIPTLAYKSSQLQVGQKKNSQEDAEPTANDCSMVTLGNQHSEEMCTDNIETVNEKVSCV
# ABCB6 inh MLPCN: blocks the human ABCB6 transporter. Q9NP58. K562-ABCB6 porphyrin accumulation, flow cytometry, 1 h; hits give low values. fluorescence ratio to DMSO, % at 10 µM. 360,000 compounds, 0.19% hits. AID 602162;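 active means fluorescence ratio to DMSO below 75%, the collection mean minus 3 SD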;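 further: signal is porphyrin accumulated inside mitochondria; 100% equals median channel fluorescence of DMSO control wells; lower ratio means ABCB6 inhibition with less porphyrin fluorescence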
# ABHD5-PLIN5 inh: inhibitors of human ABHD5-perilipin-5 interaction; Split G. princeps luciferase complementation, luminescence, 4 h; Q00G26+Q8WTS1; AID 602281; inhibition, % at 4 µM; 360,000 compounds, 0.78% hits;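 active means inhibition above the mean inhibition across every tested compound plus 3 SD, cut at about 22% in these data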;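 further: 0% = DMSO only wells and the 100% control is not disclosed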
# H9c2 protect: modulators protecting cardiomyocytes from myocardial damage; AID 588492; protection from H2O2 cell death, % at 20 µM; H9c2 cardiomyocytes, H2O2 injury protection, ATPLite, 2 h; 360,000 compounds, 0.63% hits;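 active means compounds giving at least 50% protection of heart cells from peroxide-induced death in the single-dose screen, raw or plate-pattern-corrected value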;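 further: 0% = DMSO wells with peroxide and 100% = DMSO wells without peroxide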
# MC4R antag cAMP: human MC4R antagonism in cAMP assay; P32245; MC4R-expressing cells, MTII-stimulated cAMP, LANCE TR-FRET; inhibition, % at 6.5 µM; 360,000 compounds, 0.48% hits; AID 540295;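 active means inhibition above its plate's cutoff, the mean of tested wells on that plate plus 3 SD, cut at about 29% in these data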;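 further: 0% = Melanotan II alone and 100% = Melanotan II plus saturating MCL0020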
#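 Assay system: U2OS cells stably expressing human melanocortin 4 receptor (MC4R) / Dosing: 6.5 µM / Timing: compound 30 min, challenge 1 h, detection 1 h / Measured by: Eu-cAMP/anti-cAMP TR-FRET, emission 671 nm / Replicates: singlicate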
# NOD2-RIPK2 inh: NOD2-RIPK2 protein interaction inhibition; CHO BLA complementation NOD2-RIPK2, CCF4 ratio; inhibition, % at 4.98 µM; 360,000 compounds, 0.38% hits; AID 624267; in the data active means inhibition above about 21%;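 further: 0% = vehicle only and 100% = reference blocker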
# Target sequence (O43353 whole entry, looked up): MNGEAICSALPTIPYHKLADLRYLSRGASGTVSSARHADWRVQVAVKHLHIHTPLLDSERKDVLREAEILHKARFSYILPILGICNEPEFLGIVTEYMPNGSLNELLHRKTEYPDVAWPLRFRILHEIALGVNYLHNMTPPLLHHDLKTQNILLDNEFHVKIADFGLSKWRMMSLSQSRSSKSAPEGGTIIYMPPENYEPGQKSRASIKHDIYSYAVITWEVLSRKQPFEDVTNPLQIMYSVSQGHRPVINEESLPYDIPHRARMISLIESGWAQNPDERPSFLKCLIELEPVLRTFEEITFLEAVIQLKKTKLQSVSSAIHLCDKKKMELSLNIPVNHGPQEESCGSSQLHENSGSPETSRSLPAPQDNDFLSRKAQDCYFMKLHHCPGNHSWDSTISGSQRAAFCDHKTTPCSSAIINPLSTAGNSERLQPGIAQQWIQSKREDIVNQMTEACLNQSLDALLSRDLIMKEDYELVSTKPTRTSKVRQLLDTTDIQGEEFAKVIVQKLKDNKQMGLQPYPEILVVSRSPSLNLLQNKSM
# TLR9-MyD88 block: inhibitors of human TLR9-MyD88 binding. Q9NR96+Q99836. CHO BLA complementation TLR9-MyD88, CCF4 FRET ratio. inhibition, % at 4.98 µM. 340,000 compounds, 0.21% hits. AID 504734;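 active means inhibition above the mean over all tested compounds plus 3 SD, cut at about 21% in these data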;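 further: 0% = DMSO only wells and 100% = clavulanate BLA inhibitor control wells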
# Glyco luc inh: blocks N-linked glycosylation in D54 reporter cells; D54 ERlucT glycosylation luciferase reporter, 24 h; percent of 100 nM tunicamycin response; reporter increase, % at 12.5 µM; 360,000 compounds, 0.23% hits; AID 588692;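 active means mean luciferase reporter signal, scaled so untreated is 0 and the glycosylation-blocking control 100, at or above a set limit in every replicate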;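 further: luciferase carries N-glycosylation sites so blocking glycosylation raises the light; 0% = median of neutral control wells and 100% = median of 100 nM tunicamycin wells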
# SRC2 inh: inhibits human steroid receptor coactivator 2; AID 651957; HEK293 GAL4-SRC2 luciferase reporter, luminescence; 370,000 compounds, 0.17% hits; inhibition, % at 9 µM;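 active means inhibition above the mean inhibition of all tested compounds plus 3 SD, set per campaign, cut at about 52% in these data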;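 further: 0% = DMSO treated cells and 100% = cells given Gossypol at 36 µM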
# MC4R barr agon: activates human MC4R beta-arrestin recruitment; P32245; 360,000 compounds, 0.98% hits; AID 540308; U2OS MC4R beta-arrestin complementation, luminescence; percent of melanotan II response, DMSO zero; activation, % at 8.9 µM;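 active means activation above a per-plate cutoff, the mean activation of sample wells on that plate plus 3 SD, cut at about 8% in these data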
# * marks the source's active call; other numbers are inactive results; . = not tested or not shown. Some of the compounds tested (hit frequency here may not be typical).
SMILES,m5-HT2A agonist,ABCB6 inh MLPCN,ABHD5-PLIN5 inh,H9c2 protect,MC4R antag cAMP,NOD2-RIPK2 inh,TLR9-MyD88 block,Glyco luc inh,SRC2 inh,MC4R barr agon
CCCCC(=O)N(C)c1c(CC)nc2c(OCC(=O)c3ccc(Cl)cc3Cl)cccn12,-1,90,1,-4,-5,6,.,-2,-35,-1.5
CCS(=O)(=O)N1CCC(C(=O)Oc2ccc(Cl)cc2)CC1,-4,102,3,1,14,-2,-5,3,-12,-0.1
O=C(COC(=O)c1ccccc1SCC(=O)N1CCCC1)NCc1ccc(F)cc1,-14,99,3,-2,5,2,8,5,-11,0.7
CCC(C)C(=O)Nc1nc2ccc(OC)cc2s1 (centres undefined),-9,105,0,-1,9,-7,.,-2,-33,0.9
Cc1cc(C)n(-c2ccnc3cc(Cl)ccc23)n1,-1,94,7,6,11,-4,-3,2,-17,-1.2
O=C(O)c1ccc(CS(=O)(=O)Cc2ccccc2F)o1,-2,96,0,3,2,-3,5,0,-12,-1.7
O=C(O)c1ccccc1NS(=O)(=O)c1ccc(NN=Cc2ccccc2F)c([N+](=O)[O-])c1,6,94,8,-3,5,-2,1,3,-35,-0.5
Nc1cc2c(cc1Cl)-c1ccc(Cl)cc1C2=O,0,99,-4,-8,-10,-11,-10,5,20,0.4
CC1=CC(C)=Nc2ccccc2N1,1,104,-2,-2,0,-3,2,0,-23,-0.7
C[C@@H]1CN([C@H](C)CO)C(=O)Cc2cc(NC(=O)Nc3ccccc3)ccc2O[C@@H]1CN(C)C(=O)Nc1ccc2c(c1)OCO2,-9,103,2,14,1,2,1,2,-10,0.2
Cc1nc(C(=O)Nc2cccc(Cl)c2Cl)nn1-c1cc(OC(C)C)c(Cl)cc1Cl,1,99,-3,-5,5,-12,-8,-4,14,0.0
Cc1c2cnn(-c3ccccc3)c(=O)c2c(C)n1CCCC(=O)N1CCN(C)CC1,1,102,4,-4,16,-1,0,0,-4,-0.3

# The last two records of the section before open the next one:
SMILES,m5-HT2A agonist,ABCB6 inh MLPCN,ABHD5-PLIN5 inh,H9c2 protect,MC4R antag cAMP,NOD2-RIPK2 inh,TLR9-MyD88 block,Glyco luc inh,SRC2 inh,MC4R barr agon
Cc1nc(C(=O)Nc2cccc(Cl)c2Cl)nn1-c1cc(OC(C)C)c(Cl)cc1Cl,1,99,-3,-5,5,-12,-8,-4,14,0.0
Cc1c2cnn(-c3ccccc3)c(=O)c2c(C)n1CCCC(=O)N1CCN(C)CC1,1,102,4,-4,16,-1,0,0,-4,-0.3
COc1ccc(OCC(=O)N2c3ccc(C)cc3C3CN(C)CCC32)cc1 (centres undefined),-10,101,2,13,17,-3,0,1,-4,-1.4
CC1=C(C(N)=O)C(c2ccccc2)n2nc(-c3cccc(C)c3)nc2N1 (centres undefined),2,99,-2,15,4,-16,-1,1,-5,1.2
COc1ccc(S(=O)(=O)NNC(=O)C2COc3ccccc3O2)cc1[N+](=O)[O-] (centres undefined),-1,104,-1,-3,1,5,-2,2,-5,-3.1
CCN(CC)c1nc(N)c2c(N)n(-c3ccccc3C)c(=S)c(C#N)c2c1C#N,-8,102,-13,3,-2,-6,1,2,-19,-0.3
Cc1cc(S(=O)(=O)NCCC2=CCCCC2)ccc1Br,14,99,3,-13,6,3,7,0,-20,0.9
Cc1ccc(NC(=O)C2CCCN2S(=O)(=O)c2ccc(-c3ccc(=O)[nH]n3)s2)c(C)c1 (centres undefined),5,100,6,4,0,5,3,-1,1,-1.6
COc1ccc(Cl)cc1NC(=S)NNC(=O)c1cccnc1,-5,101,-9,-5,7,-14,-7,0,12,-1.4
Cc1ccc2nc(N(CCCN(C)C)C(=O)c3cc4ccccc4oc3=O)sc2c1,-5,102,12,13,-7,-6,6,-4,-20,-1.6
CCn1nc(NC(=O)c2ccco2)c2cc3ccccc3nc21,2,110,7,34,-10,10,-4,6,6,-1.1
Cc1ccc(CN2CCC(c3cc(-c4cccs4)n[nH]3)CC2)cc1,-3,102,5,14,11,-1,-13,-6,-23,-4.2
C=CCNCCCOc1ccc(Cl)cc1Br,0,99,9,12,3,-12,2,-4,-7,-1.1
CC1CCCC(C(=O)O)N1C(=O)CCSSCCC(=O)N1C(C)CCCC1C(=O)O (centres undefined),3,86,-2,-1,3,-6,7,3,-26,-1.4

# One compound at a time (already shown).
# Cc1ccc2nc(N(CCCN(C)C)C(=O)c3cc4ccccc4oc3=O)sc2c1 reads m5-HT2A agonist: -5; ABCB6 inh MLPCN: 102; ABHD5-PLIN5 inh: 12; H9c2 protect: 13; MC4R antag cAMP: -7; NOD2-RIPK2 inh: -6; TLR9-MyD88 block: 6; Glyco luc inh: -4; SRC2 inh: -20; MC4R barr agon: -1.6
# CC1=C(C(N)=O)C(c2ccccc2)n2nc(-c3cccc(C)c3)nc2N1 (centres undefined) reads m5-HT2A agonist: 2; ABCB6 inh MLPCN: 99; ABHD5-PLIN5 inh: -2; H9c2 protect: 15; MC4R antag cAMP: 4; NOD2-RIPK2 inh: -16; TLR9-MyD88 block: -1; Glyco luc inh: 1; SRC2 inh: -5; MC4R barr agon: 1.2

# Some values from the results shown.
# `COc1ccc(Cl)cc1NC(=S)NNC(=O)c1cccnc1` – NOD2-RIPK2 inh = -14
# `COc1ccc(OCC(=O)N2c3ccc(C)cc3C3CN(C)CCC32)cc1` (centres undefined) – SRC2 inh = -4
# `Cc1ccc(CN2CCC(c3cc(-c4cccs4)n[nH]3)CC2)cc1` – m5-HT2A agonist = -3
# `CC1=C(C(N)=O)C(c2ccccc2)n2nc(-c3cccc(C)c3)nc2N1` (centres undefined) – MC4R barr agon = 1.2
# `Cc1ccc(NC(=O)C2CCCN2S(=O)(=O)c2ccc(-c3ccc(=O)[nH]n3)s2)c(C)c1` (centres undefined) – m5-HT2A agonist = 5
# `CC1CCCC(C(=O)O)N1C(=O)CCSSCCC(=O)N1C(C)CCCC1C(=O)O` (centres undefined) – ABCB6 inh MLPCN = 86

# New compounds follow:
SMILES,m5-HT2A agonist,ABCB6 inh MLPCN,ABHD5-PLIN5 inh,H9c2 protect,MC4R antag cAMP,NOD2-RIPK2 inh,TLR9-MyD88 block,Glyco luc inh,SRC2 inh,MC4R barr agon
CCN(CC(O)COCc1ccc(Cl)cc1)C1CCCCC1 (centres undefined),1,98,7,-10,-4,-4,-5,-1,4,-1.9
COCCCNC(=O)C(C)N1c2cccc3cccc(c23)S1(=O)=O (centres undefined),7,100,2,8,9,-3,-2,0,13,0.0
CCOc1ccc(C(=O)NCC2(c3ccccc3)CCOCC2)cc1,1,93,-5,-1,13,-6,-12,-1,-3,-0.7
COc1ccc(-c2csc(NC(=O)c3ccccc3Br)c2C(=O)O)cc1,-3,96,-1,-6,5,-2,-3,3,7,-2.3
O=C(Nc1cccc(S(=O)(=O)N2CCOCC2)c1)C1COc2ccccc2O1 (centres undefined),-3,100,-2,-5,0,0,-1,-2,-8,-0.5
CC(C(=O)Nc1ccc2c(c1)OCO2)N(C)CC(=O)Nc1ccccc1Cl (centres undefined),2,96,-5,-2,0,-2,3,0,-3,-0.3
O=c1c(-c2ccc(Cl)cc2)coc2c(CN3CCOCC3)c(O)ccc12,3,108,11,0,-5,0,-8,0,-10,3.0
CC(C)(C)[C@H]1COC(=O)[C@@H](Cc2ccc(F)cc2)CC/C=C/C[C@@H](CC(=O)N[C@H](CO)Cc2ccccc2)C(=O)N1,-1,97,-10,-1,6,5,-2,1,-37,-1.3
Brc1ccccc1-c1nnc(CSc2nncn2-c2ccccc2)o1,3,96,-4,0,8,-11,-7,-1,-22,-0.4
COc1cc(Br)cc2cc(C(=O)N3CCCCC3C)c(=O)oc12 (centres undefined),4,100,-1,5,3,-5,-2,5,2,1.6
COc1cc(OC)c2c(-c3cccc(-c4ccc(N(C)C)cc4)c3)cc(=O)oc2c1,1,104,-4,-9,-20,6,4,1,35,-1.7
O=C(CN1CCOCC1)N/N=C/c1ccc(C(=O)O)cc1,1,108,1,7,1,3,-3,1,21,-3.0
CS(=O)(=O)c1nc2ccccc2n1Cc1ccccc1,-5,95,4,4,-5,1,-2,-7,13,-3.1
COc1nc(NC(C)C)nc(N(C#N)CN2C(=O)c3ccccc3S2(=O)=O)n1,-3,96,26*,-2,17,7,1,-3,9,-0.3
O=C(N1CCC(O)(c2cccnc2)CC1)C12CC3CC(CC(C3)C1)C2,11,90,2,2,3,2,8,1,-12,-1.1
O=C(CCN(CCO)Cc1ccccc1)Nc1ccc(Br)cc1,-2,100,7,8,4,-8,-8,-4,8,-1.2
COCn1c(COc2ccccc2)nc2ccccc21,-3,94,-6,4,1,-11,-12,-2,-47,-2.2
Cc1ccc(C)c(C(=O)COC(=O)C2CCN(c3ccc(C(F)(F)F)cn3)CC2)c1,-1,92,-3,-4,3,-13,1,0,1,0.6
Cc1ccc(C(=O)/C=C/Nc2ccc(S(=O)(=O)Nc3onc(C)c3C)cc2)cc1,0,93,3,-5,15,4,2,-1,-34,0.1
O=C(Cn1cnc([N+](=O)[O-])n1)NCc1ccccc1,0,101,8,3,4,-5,10,1,11,-0.1
COCCCNC(=O)CC[C@H]1O[C@@H](n2cnc3c(NC(=O)c4ccccc4)ncnc32)[C@H](O)[C@@H]1O,-3,100,9,0,.,-14,.,3,-1,.
Cn1c(=O)[nH]c(=O)c2c1nc(NC1CCCCC1)n2Cc1ccccc1,8,95,0,1,14,-4,-7,3,-19,-0.9
COC(=O)c1nn(C23CC4CC(CC(C4)C2)C3)c2c1C(=O)N(c1ccc(Br)cc1)C2=O,7,99,-2,-9,0,-6,0,0,2,-0.1
O=c1[nH]n(CCO)c(=O)c2cccnc12,13,99,-1,2,5,2,-4,0,-37,1.0
COC(=O)c1coc(-c2ccc(OC)cc2)c1C(=O)OC,-1,94,-2,-9,0,-2,1,1,-24,-1.9
CC(C)C(C(=O)O)N1CCS(=O)(=O)CC1 (centres undefined),1,100,-4,2,2,8,-3,3,11,-0.3
Cc1cccnc1NC(=O)CSc1nnc(COc2ccc(C(C)C)cc2)n1C,2,100,-6,4,-1,-4,-9,1,-7,1.3
COc1ccccc1CNC(=O)COC(=O)CNS(=O)(=O)c1ccc(C)cc1,1,100,0,-11,18,3,-6,.,-9,-1.6
COc1ccc(C2N(S(=O)(=O)c3ccccc3)CCN2S(=O)(=O)c2ccc(C)cc2)cc1 (centres undefined),-4,101,-1,12,0,-6,-13,-4,26,0.1
N#C/C(=C/c1ccc(O)c([N+](=O)[O-])c1)C(=O)Nc1ccccc1,-2,108,-6,-20,-16,-8,-1,8,1,-2.8
CCCCOC(=O)C1C2CCC(O2)C1C(=O)OCC (centres undefined),0,96,5,-2,0,-3,-1,4,-21,0.8
COC(=O)C[C@H]1C=C[C@@H](NC(=O)c2ccncc2)[C@@H](CO)O1,2,.,3,.,.,-10,.,.,19,.
